FEN1 inhibitor – qHTS Assay for the Inhibitors of Human Flap endonuclease 1 (FEN1); P39748; Recombinant FEN1 flap cleavage, fluorescence, 15 min; Potency, µM (highest dose often 114 µM), for the others: at the highest dose activity change, negative = inhibition, hits mostly inhibitors; actives 0.35% (n = 390,000); AID 588795, 2011; also: nearly all actives have a fitted effect of over 65% in size
Target sequence (P39748 whole entry, looked up): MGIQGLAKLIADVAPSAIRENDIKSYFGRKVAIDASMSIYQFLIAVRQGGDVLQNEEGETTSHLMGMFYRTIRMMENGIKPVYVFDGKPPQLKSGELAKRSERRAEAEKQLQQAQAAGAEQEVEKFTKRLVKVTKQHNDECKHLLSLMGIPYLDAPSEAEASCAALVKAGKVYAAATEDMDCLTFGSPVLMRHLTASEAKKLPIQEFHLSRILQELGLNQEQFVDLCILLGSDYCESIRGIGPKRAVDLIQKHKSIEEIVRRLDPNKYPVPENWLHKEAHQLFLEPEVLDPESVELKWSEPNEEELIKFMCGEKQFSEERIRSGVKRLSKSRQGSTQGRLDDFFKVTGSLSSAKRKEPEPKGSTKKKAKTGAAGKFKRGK
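Quantitative HTS format: each compound was titrated, incubated with 10 nM nuclease for 15 min at room temperature, then challenged with flap substrate at 50 nM final. Signal change over 15 min gave concentration–effect curves.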
N370S GC – qHTS Assay for Inhibitors and Activators of N370S glucocerebrosidase as a Potential Chaperone Treatment of Gaucher Disease; Potency, µM (top dose mostly 59.4 µM), without a hit: at the highest dose activity change, negative = inhibition, hits mostly inhibitors; N370S GC spleen homogenate, 4MU-glucoside fluorescence; actives 0.092% (n = 330,000); Lysosomal acid glucosylceramidase (Homo sapiens), P04062;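 also: 0% = full enzyme activity and -100% = no enzyme basal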
GCN5L2 inh – qHTS Assay for Inhibitors of GCN5L2 | Histone acetyltransferase KAT2A (Homo sapiens), Q92830 | GCN5L2 HAT assay, ThioGlo1 CoA-SH fluorescence | Potency, µM (highest dose often 58.9 µM), for the others: top-dose activity change, negative = inhibition, actives largely listed as inhibitors | actives 0.21% (n = 390,000)
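Fluorescence readout, Ex340nm/Em540nm: ThioGlo1 (50uM final) reacts with free CoA thiol released as 20nM GCN5L2 acetylates H3(1-25) peptide (75uM) using acetyl-CoA (70uM). Compound and enzyme sat 15 min beforehand; 20 min room-temperature reaction.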
Starred values were filed as active, the others as inactive; ? = inconclusive; . = no result given; & = joins results of further samples; [ ] = remark or other dose. Calls follow the shape of the dose curve; as a rule, active = well fitted curve in the direction sought with a large enough effect; inconclusive = small, poorly fitted or top-dose-only effect, or another doubt; inactive = no such curve, though single readings can be large; an effect the other way counts as inactive or inconclusive. Unless noted, % is scaled to controls: 0 for no effect and ±100 for the full control effect; potency is read from the fitted curve at half-maximal effect.

#	N370S GC	GCN5L2 inh	FEN1 inhibitor	Structure
1	9%	-18%	-9%	CCc1ccccc1N1CCN(S(=O)(=O)c2ccc(F)c(C)c2)CC1
2	-14%	-1%	-11%	COc1ccc(C(=O)Nc2ccccc2C(=O)N/N=C/c2ccncc2)cc1OC
3	6%	38%[activator]	-6%	CCN1C(=O)S/C(=C/c2ccc(Sc3nc4ccccc4[nH]3)o2)C1=O
4	17%	-3%	1%	CNc1c(N)c(=O)oc2ccccc12
5	-1%	6%	-5%	COCCN(C(=O)c1ccccc1OC)c1nnc(C)s1
6	-4%	1%	.	Cc1cc2nc(-c3ccccn3)c(-c3ccccn3)nc2cc1C
7	5%	-11%	5%	COc1ccc(C)cc1-n1nnnc1SCC1CCCO1 (stereo not drawn)
8	.	-9%	10%	COc1cc(OC)cc(C(=O)NC(C(=O)Nc2ccc3c(c2)CCC3)C(C)C)c1 (stereo not drawn)
9	-1%	-3%	13%	Cc1ccc(NC(=O)CSc2n[nH]c(N)n2)cc1S(=O)(=O)N1CCOCC1
10	-21%	-8%	-3%	O=C(NCCc1ccc(Cl)cc1Cl)c1cc([N+](=O)[O-])c[nH]c1=O
11	1%	-4%	-1%	Fc1ccc(/C=N/NC(=S)Nc2ccc(Cl)cc2)cc1F
12	-10%	-20%	1%	Cc1nc(-c2ccc(NC(=O)c3cccs3)cc2)cs1

Following part.
#	N370S GC	GCN5L2 inh	FEN1 inhibitor	Structure
13	0%	2%	2%	COc1cccc(NC(=O)CN(C)C(=O)c2cc(S(=O)(=O)N3CCCCC3)ccc2Cl)c1
14	-1%	12%	?	CCCNC(=O)c1ccc2c(=O)n3c(-c4ccc(C)cc4)csc3nc2c1
15	-3%	-3%	-3%	Cn1cccc1CC(=O)N/N=C/c1ccc([N+](=O)[O-])cc1
16	14%	11%	.	CCOC(=O)C1=C(C(=O)OCC)C(C(=O)OCC)N(S(=O)(=O)C(F)(F)F)c2ccccc21 (stereo not drawn)
17	-5%	-13%	-18%	Nc1cc(OC(=O)c2c(F)cccc2Cl)nn1S(=O)(=O)c1ccccc1
18	9%	-2%	1%	CC1(C)CC(=O)C(C2C3=C(CC(C)(C)CC3=O)Oc3ccccc32)C(=O)C1 (stereo not drawn)
19	28%	4%	-12%	CC(=O)n1c2c(c3ccccc31)OC(N)=C(C#N)C2c1ccc(C(C)C)cc1 (stereo not drawn)
20	-3%	-4%	13%	Cc1cc(/C(=N/O)C(C)(C)NO)ccc1Cl
21	.	-4%	-4%	CN(C(=O)c1nn(C)c2c1COc1ccccc1-2)c1cccc(C(F)(F)F)c1
22	.	-6%	4%	COc1ccc(CN2C(=O)c3oc4ccccc4c(=O)c3C2c2ccc(O)cc2)cc1 (stereo not drawn)
23	1%	-12%	-6%	Cc1ccc(C(=O)NCC(=O)N2CCc3ccccc3C2)cc1C
24	8%	0%	-10%	O=C(COC(=O)Cc1c[nH]c2ccccc12)Nc1ccccc1

Going on with the list:
#	N370S GC	GCN5L2 inh	FEN1 inhibitor	Structure
25	14%	-10%	-20%	COc1ccc(NCc2nnc(SCc3ccc(Cl)cc3)n2-c2ccccc2)cc1
26	1%	-4%	0%	Cc1ccc(S(=O)(=O)N(C)C)cc1NC(=O)C(C)NC(C)c1cccs1 (stereo not drawn)
27	19%	0%	-6%	O=C(CSc1nc2c(c(=O)[nH]1)CCC2)Nc1cccc(Cl)c1
28	.	0%	0%	COc1cc(C(=O)NCCc2ccc(S(N)(=O)=O)cc2)ccc1OCc1c(C)noc1C
29	?	-19%	-1%	O=c1cc(-c2ccccc2Cl)oc2c(NS(=O)(=O)c3cccs3)ccc(O)c12
30	0%	-9%	10%	O=C(NCCCN1CCN(c2cccc(Cl)c2)CC1)c1nc(-c2ccncc2)no1
31	1%	-3%	-1%	CCOc1cccc(N2C(=O)CC(N3CCC(C(N)=O)(N4CCCCC4)CC3)C2=O)c1 (stereo not drawn)
32	4%	-19%	-4%	CCc1ccc(CCC(=O)Nc2ccc(Br)cc2)o1
33	-13%	-4%	1%	CC(=O)Nc1ccccc1-c1nc2ccc(C(=O)N3CCN(c4cc(C)ccc4C)CC3)cc2[nH]c1=O
34	0%	-20%	13%	O=C1c2cccc3c(N4CCOCC4)c([N+](=O)[O-])cc(c23)C(=O)N1c1cccc2ccccc12
35	0%	-2%	10%	CC12CN3CC(C)(CN(C1)C3c1ccc3c(c1)OCO3)C2 (stereo not drawn)
36	-11%	-9%	-4%	CCCOc1ccc(CC(=O)NNC(=S)Nc2ccccc2)cc1Br

(more compounds)
#	N370S GC	GCN5L2 inh	FEN1 inhibitor	Structure
37	28%	-4%	4%	O=C(Cn1cnc([N+](=O)[O-])n1)N/N=C/c1ccc2ccccc2c1
38	12%	-10%	9%	COc1cc(S(=O)(=O)N(Cc2ccccn2)Cc2ccccc2Cl)ccc1-n1cnnn1
39	-5%	-7%	11%	CC(C)(C)NC(=O)c1ccccc1-c1nc(-c2ccccc2Cl)no1
40	12%[12.8 µM]	-7%	13%	COC(=O)Cn1c(=O)c2c(nc(Br)n2Cc2ccccc2Cl)n(C)c1=O
41	11%	3%	-8%	COc1ccc(C2c3ccsc3CCN2C(=O)NC(C)(C)C)cc1 (stereo not drawn)
42	.	-8%	-11%	[O-]/[N+](=C\c1ccccc1)c1ccccc1
43	1%	-7%	21%	CC(C)c1ccc(NC(=O)C(=O)C2C(=O)Nc3ccccc32)cc1 (stereo not drawn)
44	-2%	-1%	-3%	O=S(=O)(c1ccc(Cl)cc1)N1CCC(c2nc3ccccc3[nH]2)CC1
45	4%	-5%	-10%	Cc1cc(OCC(=O)Nc2ccccn2)c2c(C)cc(=O)oc2c1
46	.	-4%	6%	Cn1nc(C(=O)NCCc2ccc(Cl)cc2)c2c1-c1ccccc1SC2
47	12%	2%	-5%	O=C(CN(c1ccccc1Cl)S(=O)(=O)c1ccccc1)N/N=C/c1ccccc1C(=O)O
48	-8%	-12%	-3%	O=C(NCCS(=O)(=O)N1CCN(c2cccc(Cl)c2)CC1)c1ccco1

(further entries)
#	N370S GC	GCN5L2 inh	FEN1 inhibitor	Structure
49	13%	-9%	-4%	CCOC(=O)c1sc2ncn(CC(=O)N(CC)CC)c(=O)c2c1C
50	-21%	-16%	-8%	Cc1ccc(OCC(=O)NNC(=O)C2CSC3(C)CCC(=O)N23)cc1 (stereo not drawn)
51	.	0%	-7%	O=C(COC(=O)c1n[nH]c2ccccc12)Nc1ccccc1F
52	18%	-4%	22%	CCOC(=O)C1CCN(c2c(N3CCCCCC3)c(=O)c2=O)CC1
53	.	-5%	15%	Cc1cccc(-c2nnc(SCCC(=O)O)o2)c1
54	5%	-8%	-14%	COc1cc(/C=N/Nc2nc3ccccc3o2)cc(OC)c1O
55	-8%	-4%	-1%	CC(C)CCN(C(=O)c1csnn1)C(C(=O)NC1CCCC1)c1ccc(F)cc1 (stereo not drawn)
56	4%	2%	-2%	CC(C)NC(=O)Cn1nnc(-c2cccc(NC(=O)c3ccccc3F)c2)n1
57	-6%	-27%	-18%	CNC(=O)c1sc(N2N=C3/C(=C/c4ccccc4)CCCC3C2c2ccccc2)nc1C (stereo not drawn)
58	-5%	-1%	8%	Cc1ccc(OCCCCCN2CCOCC2)cc1
59	4%	-8%	-1%	Cc1ccc(N2CCN(S(=O)(=O)c3ccc(F)c(C)c3)CC2)c(C)c1
60	21%	-16%	4%	COC(=O)c1ccc(S(=O)(=O)N2CCCN(Cc3ccccc3)CC2)n1C

Next section.
#	N370S GC	GCN5L2 inh	FEN1 inhibitor	Structure
61	.	-8%	-7%	COc1ccc(S(=O)(=O)N2CCCCCC2)cc1C(=O)N1CCN(c2ccccc2C)CC1
62	-11%	-2%	8%	Cc1cc(C=O)c(C)n1-c1sc2c(c1C(=O)O)CCCC2
63	-11%	-4%	3%	CCCCCC(=O)NC(=S)Nc1cccc(-c2nc3ncccc3o2)c1
64	-13%	-1%	12%	O=C(CN(C(=O)c1csnn1)c1cccc(C(F)(F)F)c1)NCCc1ccccc1
65	-2%	-14%	.	COC1=CC(=O)C(C(=O)c2ccccc2)=CC1=O
66	-6%	.	-3%	CCCC(=O)Nc1cc(OC)c(OC)cc1C(=O)O
67	14%	-2%	11%	CC1(C)Cc2nc(NCCCO)c(C#N)cc2CO1
68	-3%	-3%	-1%	CSc1snc(SCC(N)=O)c1C#N
69	14%	-6%	-24%	O=c1c2ccccc2n(CC(O)CN2CCCCC2)c2ccccc12 (stereo not drawn)
70	2%	-4%	13%	COc1ccc(CN(C)C(=O)C2CSC3(C)CCC(=O)N23)cc1 (stereo not drawn)
71	-6%	-2%	-3%	CCOc1ccc(CN(C)C(=O)c2ccc(=O)[nH]c2)cc1
72	.	-2%	13%	COc1ccc(NC(=O)c2cc(C(C)=O)n3ccccc23)cc1Cl

An excerpt from above in order of formula weight, rising:
#	N370S GC	GCN5L2 inh	FEN1 inhibitor	Structure
65	-2%	-14%	.	COC1=CC(=O)C(C(=O)c2ccccc2)=CC1=O
68	-3%	-3%	-1%	CSc1snc(SCC(N)=O)c1C#N
67	14%	-2%	11%	CC1(C)Cc2nc(NCCCO)c(C#N)cc2CO1
58	-5%	-1%	8%	Cc1ccc(OCCCCCN2CCOCC2)cc1
53	.	-5%	15%	Cc1cccc(-c2nnc(SCCC(=O)O)o2)c1
66	-6%	.	-3%	CCCC(=O)Nc1cc(OC)c(OC)cc1C(=O)O
71	-6%	-2%	-3%	CCOc1ccc(CN(C)C(=O)c2ccc(=O)[nH]c2)cc1
62	-11%	-2%	8%	Cc1cc(C=O)c(C)n1-c1sc2c(c1C(=O)O)CCCC2
51	.	0%	-7%	O=C(COC(=O)c1n[nH]c2ccccc12)Nc1ccccc1F
45	4%	-5%	-10%	Cc1cc(OCC(=O)Nc2ccccn2)c2c(C)cc(=O)oc2c1
70	2%	-4%	13%	COc1ccc(CN(C)C(=O)C2CSC3(C)CCC(=O)N23)cc1 (stereo not drawn)
69	14%	-6%	-24%	O=c1c2ccccc2n(CC(O)CN2CCCCC2)c2ccccc12 (stereo not drawn)
72	.	-2%	13%	COc1ccc(NC(=O)c2cc(C(C)=O)n3ccccc23)cc1Cl
49	13%	-9%	-4%	CCOC(=O)c1sc2ncn(CC(=O)N(CC)CC)c(=O)c2c1C
59	4%	-8%	-1%	Cc1ccc(N2CCN(S(=O)(=O)c3ccc(F)c(C)c3)CC2)c(C)c1
50	-21%	-16%	-8%	Cc1ccc(OCC(=O)NNC(=O)C2CSC3(C)CCC(=O)N23)cc1 (stereo not drawn)
63	-11%	-4%	3%	CCCCCC(=O)NC(=S)Nc1cccc(-c2nc3ncccc3o2)c1
44	-2%	-1%	-3%	O=S(=O)(c1ccc(Cl)cc1)N1CCC(c2nc3ccccc3[nH]2)CC1
56	4%	2%	-2%	CC(C)NC(=O)Cn1nnc(-c2cccc(NC(=O)c3ccccc3F)c2)n1
46	.	-4%	6%	Cn1nc(C(=O)NCCc2ccc(Cl)cc2)c2c1-c1ccccc1SC2
60	21%	-16%	4%	COC(=O)c1ccc(S(=O)(=O)N2CCCN(Cc3ccccc3)CC2)n1C
48	-8%	-12%	-3%	O=C(NCCS(=O)(=O)N1CCN(c2cccc(Cl)c2)CC1)c1ccco1
55	-8%	-4%	-1%	CC(C)CCN(C(=O)c1csnn1)C(C(=O)NC1CCCC1)c1ccc(F)cc1 (stereo not drawn)
64	-13%	-1%	12%	O=C(CN(C(=O)c1csnn1)c1cccc(C(F)(F)F)c1)NCCc1ccccc1
57	-6%	-27%	-18%	CNC(=O)c1sc(N2N=C3/C(=C/c4ccccc4)CCCC3C2c2ccccc2)nc1C (stereo not drawn)
47	12%	2%	-5%	O=C(CN(c1ccccc1Cl)S(=O)(=O)c1ccccc1)N/N=C/c1ccccc1C(=O)O

Additional records.
#	N370S GC	GCN5L2 inh	FEN1 inhibitor	Structure
73	25%	-6%	-4%	CCOC(=O)N1CCN(CC(=O)N2c3ccccc3Sc3ccccc32)CC1
74	-2%	-3%	12%	CC1(c2ccccc2)NC(=O)N(CC(=O)Nc2ccccc2N2CCCC2)C1=O (stereo not drawn)
75	-19%	-11%	-19%	Cc1ccc(-n2c(C)cc(C(=O)COC(=O)c3c(C)noc3C)c2C)cc1
76	2%	-3%	16%	CC(=O)N1c2ccc(S(=O)(=O)N(C)CC(=O)NC3CCCCC3C)cc2CC1C (stereo not drawn)
77	-10%&18%	23%	.	FC(F)(F)c1cccc(-c2noc(-c3cc(-c4ccccc4)c(C(F)(F)F)s3)n2)c1
78	-30%	-9%	.	Cc1ccc2cc(C)c3nnc(SCC(=O)Nc4nc5c(s4)CCCC5)n3c2c1
79	.	-14%	1%	CCOC(=O)c1ccc(CN(Cc2ccc(F)cc2)S(=O)(=O)c2ccc(F)c(C(=O)Nc3ccccc3C(F)(F)F)c2)cc1
80	-6%	0%	0%	O=C(Nc1ccncc1)c1cccc2ccccc12
81	.	0%	-7%	O=C(C1CCC(Cn2c(=O)c3sccc3n(Cc3ccccc3)c2=O)CC1)N1CCCCC1 (stereo not drawn)
82	.	-4%	10%	Cc1cc(O)c(C(c2ccccc2)N2CCN(C)CC2)c(=O)n1Cc1ccco1 (stereo not drawn)

Screening data from PubChem.

These rows are one share of the data, so the mix of outcomes need not match the whole.
